MCF10A rerep: inducers of DNA re-replication in MCF 10A breast cells; AID 624296; Potency, µM (titrated, usually from 46.1 µM), for the others: at the top dose activity, positive = re-replication, usual class: activators; MCF 10A DNA re-replication, Hoechst nuclear intensity, 48 h; actives 2.9% (n = 350,000); further: potency means the concentration at half of the fitted maximal effect; % of control where 0% means no effect; nearly all actives have a fitted effect of over 50% in size
ATXN2 expr inh: ATXN2 expression inhibition; HEK-293 ATXN2-luciferase reporter, luminescence, 24 h; Potency, µM (series often up to 57 µM), for inactives: at the highest dose activity change, negative = inhibition, hits mostly inhibitors; actives 0.72% (n = 360,000); AID 1745845; further: potency means the concentration at half of the fitted maximal effect; on the % scale 0 is the no-effect control and ±100 the full control effect; nearly all actives have a fitted effect of over 55% in size
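qHTS (up to 57 uM final) was run with 24 h compound exposure of reporter cells at 37 °C. Each well was multiplexed: SteadyGlo luminescence measured ATXN2-luciferase expression after a fluorogenic Gly-Phe-AFC viability readout (25 uM final).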
Nrf2 ARE act: Nrf2 pathway activation; Potency, µM (top dose mostly 46.1 µM), inactives show at the highest dose activation, usual class: activators; AID 624171; AREc32 ARE-luciferase reporter (MCF7-derived line), luminescence, 24 h; actives 0.31% (n = 410,000); further: potency means the concentration at half of the fitted maximal effect; % of control where 0% means no effect; nearly all actives have a fitted effect of over 65% in size
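Cells of the AREc32 ARE-luciferase line are plated in OPTI-MEM containing 5% FBS and left overnight at 37 deg C. Compounds are pinned in, incubation continues 24 hr, and firefly luciferase signal is then measured.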
TGFb SMAD3 inh: inhibitors of TGF-b signaling | HepG2 CAGA-GFP TGF-b/SMAD3 reporter, GFP fluorescence, 18 h; TGF-beta stimulated, 500 pg/mL final | Potency, µM (titrated, usually from 46.1 µM), without a hit: at the top dose activity, negative = inhibition, most hits filed as inhibitors | actives 1.2% (n = 410,000); further: potency means the concentration at half of the fitted maximal effect; on the % scale 0 is the no-effect control and ±100 the full control effect; nearly all actives have a fitted effect of over 65% in size
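TGF-beta reporter screen: HEPG2 CAGA-GFP, 1% FBS, 500 pg/mL TGF-beta final, 18 h; per-cell GFP summed per well; curves fitted and categorized by class.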
IL1B secr inh: inflammasome signaling inhibition, IL-1 beta readout; THP-1 LPS/ATP IL-1B secretion, AlphaLISA, 16 h; hits give low values; activity change, % at 57.5 µM; actives 4.7% (n = 360,000); AID 743279; in the data active means activity change below about -50%; inconclusive means mostly about -30% to -49%; further: on the % scale 0 is the no-effect control and ±100 the full control effect
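Secreted IL-1B measured by AlphaLISA bead assay after 16 h compound exposure of THP-1 cells; compounds (final up to 57.5 uM) added 1 h before LPS (250 ng/mL) and ATP (1.25 mM) stimulation; lower signal means less secretion.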
A549 viability: A549 cytotoxicity, counter-screen for Nrf2 inhibitors. A549 ARE-Fluc cells, CellTiter-Fluor viability, 18-24 h. Potency, µM (doses to about 46 µM), inactives show at the top dose activity change, negative = cytotoxicity, hits mostly inhibitors. actives 0.16% (n = 390,000). AID 504648; further: potency means the concentration at half of the fitted maximal effect; on the % scale 0 is the no-effect control and ±100 the full control effect
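A549 ARE-Fluc cells in 5% FBS OPTI-MEM, 5000 cells/well, rested 2 h then exposed to compounds in concentration-response for 18-24 h at 37 °C. Viability by CellTiter-Fluor fluorescence (Ex 405/Em 525) after 30 min; luciferase luminescence (BugLite, 15 min, RT) read afterwards.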
Nrf2 block: inhibitors of Nrf2 signaling. Potency, µM (doses to about 46 µM), inactives show top-dose activity change, negative = inhibition, hits mostly inhibitors. A549 ARE-Fluc reporter, luciferase luminescence, 18-24 h. actives 2.1% (n = 360,000); further: potency means the concentration at half of the fitted maximal effect; on the % scale 0 is the no-effect control and ±100 the full control effect; nearly all actives have a fitted effect of over 60% in size
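In this cell-based qHTS, ARE-driven firefly luciferase in A549 cells reports Nrf2 activity; the luminescent signal after BugLite lysis is the measured value, with a prior CellTiter-Fluor read for cell health.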
HepG2 viability: counter-screen for TGF-b inhibitors: cytotoxicity in HepG2 cells; Potency, µM (doses to about 46.1 µM), without a hit: top-dose activity change, negative = cytotoxicity, hits mostly cytotoxic; actives 0.76% (n = 410,000); HepG2 CAGA-GFP viability, ATP luminescence, 18 h; further: potency means the concentration at half of the fitted maximal effect; some results filed as inactive show a strong effect at the top dose
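CellTiter-Glo luminescence gave cytotoxicity after 18 hours at 37 degrees C. The cells were HepG2 CAGA-GFP in 1% FBS DMEM, stimulated with 500 pg/mL TGF-beta after compound addition. %Activity was normalised to no-cell wells (complete cell-killing) and DMSO (no toxicity), and curves were fitted and classified.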
ATXN viability: cell viability loss in ATXN counter-screen. Potency, µM (top dose mostly 56.7 µM), hits mostly cytotoxic. actives 0.49% (n = 400,000). S2 cells (HEK-293 line with an ATXN2-luciferase reporter) viability, CellTiter-Fluor protease fluorescence, 24 h. AID 651635; further: potency means the concentration at half of the fitted maximal effect; nearly all actives have a fitted effect of over 40% in size
* hit, by the source's call; i = inactive; ? = inconclusive; · = no result given; & = joins results of further samples; [ ] = another dose, or the depositor's remark. Unless noted, the call rests on the fitted dose curve; in most records, active means well fitted curve in the direction sought with a large enough effect; inconclusive means small, poorly fitted or top-dose-only effect, or another doubt; inactive means no such curve, though single readings can be large; an effect the other way counts as inactive or inconclusive.

SMILES	MCF10A rerep	ATXN2 expr inh	Nrf2 ARE act	TGFb SMAD3 inh	IL1B secr inh	A549 viability	Nrf2 block	HepG2 viability	ATXN viability
O=C(COc1ncnc2scc(-c3ccccc3)c12)NC1CCCc2ccccc21 (stereo not given)	17.5%	8.9%	-0.6%	?	27.0	-0.8%	6.2%	-1.4%	i
COc1ccc(OCc2nc(-c3ccc(-n4cccc4)cc3)no2)cc1	·	-4.3%	4.1%	-20.0%	·	-7.0%	·	-22.7%	i
O=C(CCC1N=C2c3ccccc3N=C(SCc3ccc(Cl)cc3)N2C1=O)NCc1cccs1 (stereo not given)	·	·	0.0%	8.5%	·	-28.0%	·	1.5%	·
CNc1c(NC(=O)c2ccc3c(c2)OCO3)c(=O)oc2ccccc12	-1.2%	0.7%	-0.7%	-11.1%	-13.3	2.5%	0.9%	-12.6%	i
O=S(=O)(Nc1ccc(N2CCOCC2)cc1)c1ccc(F)cc1F	14.0%	-11.9%	0.3%	0.5%	-1.5	4.7%	-1.3%	-6.4%	i
CCN(CC(=O)NCc1ccc(Cl)cc1)C(=O)COc1ccc(C)cc1C	0.9%	-0.9%	0.5%	-5.5%	2.1	-5.3%	16.1%	6.9%	i
COc1ccc2ccccc2c1/C=N/NC(=O)c1cc(C)[nH]n1	-0.4%	1.4%	-0.6%	11.7%	0.0	10.5%	10.1%	1.8%	i
Cc1ccc(-c2c3c(=O)n(C)c(=O)n(C)c3cn2-c2ccccc2O)cc1	-3.4%	-13.4%	2.8%	-1.4%	19.8	-10.9%	-8.2%	-8.7%	?
COc1cc(C=C2NC(=O)NC2=O)ccc1O	·	·	4.0%	-3.6%	-18.5	·	·	-21.4%	i
CC1(C)CC(=O)C2=C(C1)OC(/N=C/N1CCOCC1)=C(C#N)C2c1ccccc1 (stereo not given)	0.0%	-17.2%	2.3%	-4.1%	-18.1	-1.4%	?	-0.6%	i
O=C(CNc1cc(S(=O)(=O)N2CCOCC2)ccc1N1CCCC1)Nc1ccc(Cl)cc1F	·	·	-0.6%	-0.6%	?	·	·	-2.2%	i
Cc1ccc(NC2c3ncccc3C(=O)N2C2CCCCC2)cc1 (stereo not given)	6.6%	-3.1%	0.2%	-16.6%	15.3	-2.0%	9.4%	-8.5%	i
COC(=O)c1c[nH]n2c(=O)cc(CCl)nc12	0.3%	3.6%	-1.0%	0.2%	-5.0	2.1%	2.9%	-8.2%	i
CCOc1ccccc1OCC(=O)Nc1ccc(N2CCOCC2)cc1N1CCOCC1	0.1%	-2.7%	-0.8%	?	-7.6	3.2%	-10.4%	0.7%	i
CC(Oc1cccc(Br)c1)C(=O)N1CCCN(C)CC1 (stereo not given)	-9.8%	6.7%	-0.6%	2.2%	3.2	-4.0%	6.3%	0.3%	i
COc1ccc2c(C)cc(C)nc2n1	1.3%	·	-0.7%	-0.2%	11.3	0.5%	2.5%	-10.3%	i
CNC(=O)C[C@H]1C(=O)N(c2ccccc2)C[C@@H]1CSC	·	-1.6%	-1.3%	4.2%	-13.7	·	·	0.2%	i
O=C(O)c1ccc([N+](=O)[O-])c2c1C(=O)c1ccccc1C2=O	0.8%	-8.6%	2.6%	-18.0%	6.0	-15.2%	-5.9%	1.2%	i
COc1ccc(Nc2cc(Cl)nc(N)n2)cc1OC	-10.2%	5.5%	0.4%[9.22 µM]	4.7%	25.2	-2.2%	-12.7%	2.1%	i
CC(=O)Nc1cc(C(=O)c2ccccc2)ccc1N1CCOCC1	-10.1%	-1.5%	0.0%	12.1%	-24.9	-2.6%	?	-27.0%	i
CCC1CCCCN1C(=O)CCn1ccnc1 (stereo not given)	-17.3%	3.8%	2.4%	-13.4%	15.8	-0.7%	-31.8%	-28.5%	i
COC(=O)c1cccc(OC(N)=O)c1	-1.1%	-10.2%	0.4%	-7.2%	8.7	·	4.2%	0.4%	i
NC(=O)CSc1nc2c(oc3ccccc32)c(=O)n1-c1ccccc1F	·	6.6%	5.0%	-0.9%	·	-11.9%	-12.2%	4.1%	?
COc1ccc(C)cc1S(=O)(=O)N(CC(=O)Nc1cc([N+](=O)[O-])ccc1C)c1ccc(C)c(C)c1	5.0%	-7.9%	-0.1%	-0.8%	0.2	7.2%	-0.4%	0.6%	i
CCOC(=O)Cc1csc(NC(NC(=O)OCC)(C(F)(F)F)C(F)(F)F)n1	-0.4%	0.2%	-0.6%	3.7%	2.9	-0.5%	-4.8%	1.4%	i
CCc1nc(=O)c(-c2ccccc2)c(C)n1-c1ccccc1	13.7%	-7.8%	0.3%	-8.8%	-22.5	4.3%	-7.9%	-14.0%	i
CC1(C)C([N+](=O)[O-])C(c2ccc(O)cc2)NC(c2ccc(O)cc2)C1[N+](=O)[O-] (stereo not given)	-1.8%	7.7%	0.3%	-2.8%	27.7	-3.7%	0.7%	-0.7%	?
O=C(Cn1cncn1)N/N=C/c1c2ccccc2cc2ccccc12	?	-24.7%	18.6%	5.3%	-1.0	-10.1%	·	7.5%	i
CCN1C(=NCCc2cccs2)N[C@@H](c2cccs2)C(C(=O)OC)=C1C	-0.2%	-9.9%	-1.0%	-5.4%	-13.4	-5.0%	7.5%	-15.4%	?
O=[N+]([O-])c1ccc(COc2ccccc2CN2CCCCC2)cc1	-5.7%	5.7%	5.2%	18.8%	-7.8	3.8%	10.4%	0.3%	i
O=C(Nc1ccccc1)Nc1ccccc1-n1ccnc1	11.3%	0.3%	-0.2%	5.3%	6.8	-0.3%	17.4%	-7.0%	i
Cc1ccc(CCNC(=O)c2cc(-c3ccc(Cl)cc3)n[nH]2)cc1	·	-3.7%	2.9%	1.3%	·	-0.3%	?	-4.9%	i
COc1ccccc1N1CCN(C(=O)CN(c2ccc(C)c(C)c2)S(C)(=O)=O)CC1	2.5%	-0.3%	-0.5%	0.0%	-1.5	?	11.1%	15.2%	i
O=C(Nc1nnc(S(=O)(=O)N2CCOCC2)s1)c1ccc(F)cc1	13.1%	1.9%	0.0%&-0.2%	12.7%&-20.8%	13.3	0.0%&4.4%	?	6.3%&-15.6%	i
Cc1ccnc(NC(=O)CNC(=O)c2ccco2)c1	0.9%	22.4%	0.3%	2.7%	-2.0	-2.8%	-2.1%	14.6%	i
CC(C(=O)Nc1ccccc1)N1CCN(c2ccccn2)CC1 (stereo not given)	-16.0%	7.0%	0.1%	11.8%	2.7	-4.6%	3.9%	1.2%	i
Cc1ccc(NCN2C(=O)C3C4C=CC(C4)C3C2=O)cc1 (stereo not given)	-12.9%	10.1%	3.3%	-10.9%	13.2	-1.4%	20.4%	-3.1%	i
CCCOc1ccc(CN(C)c2ncnc(N)n2)cc1	?	-5.0%	-0.3%	4.2%	6.3	-13.5%	-8.6%	-5.1%	i
CCC(CC)C(=O)OCC(=O)Nc1ccc(S(=O)(=O)N2CCOCC2)cc1OC	0.3%	3.5%	-0.4%	-3.5%	0.0	3.1%	11.2%	7.5%	i
CC1=NNC(=O)C1CC(=O)N/N=C/c1ccncc1 (stereo not given)	-5.0%	-4.0%	-0.6%	-26.7%	25.5	0.6%	-2.2%	-8.4%	i

5 records picked at random from the list so far, as already listed:
SMILES	MCF10A rerep	ATXN2 expr inh	Nrf2 ARE act	TGFb SMAD3 inh	IL1B secr inh	A549 viability	Nrf2 block	HepG2 viability	ATXN viability
CNc1c(NC(=O)c2ccc3c(c2)OCO3)c(=O)oc2ccccc12	-1.2%	0.7%	-0.7%	-11.1%	-13.3	2.5%	0.9%	-12.6%	i
O=C(Nc1ccccc1)Nc1ccccc1-n1ccnc1	11.3%	0.3%	-0.2%	5.3%	6.8	-0.3%	17.4%	-7.0%	i
NC(=O)CSc1nc2c(oc3ccccc32)c(=O)n1-c1ccccc1F	·	6.6%	5.0%	-0.9%	·	-11.9%	-12.2%	4.1%	?
O=C(Nc1nnc(S(=O)(=O)N2CCOCC2)s1)c1ccc(F)cc1	13.1%	1.9%	0.0%&-0.2%	12.7%&-20.8%	13.3	0.0%&4.4%	?	6.3%&-15.6%	i
Cc1ccc(NC2c3ncccc3C(=O)N2C2CCCCC2)cc1 (stereo not given)	6.6%	-3.1%	0.2%	-16.6%	15.3	-2.0%	9.4%	-8.5%	i

The results go on:
SMILES	MCF10A rerep	ATXN2 expr inh	Nrf2 ARE act	TGFb SMAD3 inh	IL1B secr inh	A549 viability	Nrf2 block	HepG2 viability	ATXN viability
CCOc1ccc(CCNC(=O)CCc2nc3ccccc3[nH]2)cc1OCC	0.7%	-5.9%	0.6%	1.9%	5.1	1.7%	8.2%	9.3%	i
COc1ccc(/C=C/C(=O)Nc2cc(C)nn2-c2nc3ccccc3[nH]2)cc1	?	4.2%	5.8%	0.4%	-5.6	-12.5%	?	-24.0%	i
Cc1ccc(-n2ncc3c(=O)[nH]c(SCC(=O)N4CCOCC4)nc32)cc1	25.9µM*	-5.9%	0.5%	5.4%	15.0	-0.3%	-30.0%	0.1%	i
CCC1CN(C(=O)N2CCC(C(=O)NCCc3ccc(OC)cc3OC)CC2)c2ccccc2O1 (stereo not given)	3.2%	-22.0%	-0.6%	9.1%	?	-5.5%	?	4.3%	i
COc1ccc(CCNC(=O)CCCn2c(=O)c3cccn3c3cccnc32)cc1OC	·	·	-0.1%	-3.1%	·	3.0%	-22.7%	-1.8%	·
CCCCC[C@@H]1C=C(C(=O)O)[C@H](c2ccc(F)cc2)N1S(=O)(=O)c1ccc(C)cc1	-8.3%	6.1%	-0.9%	?	61.3	-6.2%	-16.4%	-30.0%	i
CC(=O)c1nn(-c2ccc(Br)cc2)cc1C(=O)c1ccccc1	-13.6%	-1.4%	2.9%	8.9%	0.0	11.2%	-4.2%	-1.1%	i
Cc1c(NC(=O)COC(=O)Cc2ccc(F)cc2)c(=O)n(-c2ccccc2)n1C	-0.2%	3.9%	0.1%	19.7%	2.5	1.4%	8.2%	10.0%	i
NC(=O)NC(=O)COC(=O)CN1C(=O)C2CCCCC2C1=O (stereo not given)	4.5%	8.0%	0.0%	1.7%	21.5	0.2%	4.3%	12.1%	i
